# Bcl-2 Bim block: inhibitors of Bim-Bcl-2 binding, primary screen, biochemical, multiplexed, human Bcl-2 family. Apoptosis regulator Bcl-2 (Homo sapiens), P10415. Bead-based flow cytometry, Bim peptide-Bcl-2 binding. inhibition, % at 10 µM. 190,000 tested, 0.06% active; in the data active means inhibition above about 40%; inconclusive means no clear call, values can overlap the other calls;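 further: 0% = no compound wells with probe peptide and 100% = reference peptide inhibitor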
# Target sequence (P10415 whole entry, looked up): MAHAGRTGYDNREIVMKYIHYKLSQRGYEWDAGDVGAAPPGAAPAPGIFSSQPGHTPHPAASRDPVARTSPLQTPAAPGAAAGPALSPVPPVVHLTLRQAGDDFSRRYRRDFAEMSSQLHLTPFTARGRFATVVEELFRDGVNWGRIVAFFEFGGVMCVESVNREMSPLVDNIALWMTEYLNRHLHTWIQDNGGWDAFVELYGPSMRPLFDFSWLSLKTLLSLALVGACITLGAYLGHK
# Bcl-B Bim block: inhibitors of Bim-Bcl-B binding, primary screen, biochemical, multiplexed, human Bcl-2 family; Bcl-2-like protein 10 (Homo sapiens), Q9HD36; bead-based flow cytometry, Bim peptide-Bcl-B binding; inhibition, % at 10 µM; 190,000 tested, 0.073% active; AID 951, 2007;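 further: 0% = tracer peptide without compound and 100% = reference inhibitor peptide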
# Target sequence (Q9HD36 whole entry, looked up): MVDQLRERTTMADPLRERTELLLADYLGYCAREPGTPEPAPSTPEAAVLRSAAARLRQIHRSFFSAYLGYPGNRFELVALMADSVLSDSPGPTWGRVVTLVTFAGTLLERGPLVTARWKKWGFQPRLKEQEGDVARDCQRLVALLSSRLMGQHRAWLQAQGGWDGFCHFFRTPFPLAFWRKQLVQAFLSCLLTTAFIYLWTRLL
# Bim-Bcl-W: inhibitors of Bim binding to Bcl-W, primary screen, biochemical, multiplexed, bead-based flow cytometry; Bcl-2-like protein 2 (Homo sapiens), Q92843; Bim peptide-Bcl-W binding; inhibition, % at 10 µM; 190,000 tested, 0.02% active;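 further: 0% = bound tracer without compound and 100% = peptide blocker; higher means less fluorescent Bim peptide bound to Bcl-W beads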
# Target sequence (Q92843 whole entry, looked up): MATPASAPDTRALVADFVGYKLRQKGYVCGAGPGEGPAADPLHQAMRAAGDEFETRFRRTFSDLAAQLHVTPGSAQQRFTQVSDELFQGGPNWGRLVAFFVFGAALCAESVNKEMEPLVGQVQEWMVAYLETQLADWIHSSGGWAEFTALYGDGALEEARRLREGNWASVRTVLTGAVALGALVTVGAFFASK
# Bim-Bfl-1: inhibitors of Bim binding to Bfl-1, primary screen, biochemical, multiplexed, bead-based flow cytometry. 190,000 tested, 0.12% active. Bcl-2-related protein A1 (Homo sapiens), Q16548. inhibition, % at 10 µM. Bim-Bfl-1 binding inhibition;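 further: 0% = wells without compound plus tracer and 100% = blocker peptide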
# RGS7-Gao: RGS7-Galphao binding modulators, primary screen, biochemical, multiplexed bead flow cytometry; 220,000 tested, 0.35% active; actives lie on both sides; binding response (% of control), % at 10 µM; in the data active means binding response below about 49% or above about 150%; inconclusive means no clear call, values can overlap the other calls; inactive means in between;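 further: fluorescent Galphao held in activated GDP-AlF4 state binding bead-coupled RGS7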
# Target sequence (P09471 whole entry, looked up): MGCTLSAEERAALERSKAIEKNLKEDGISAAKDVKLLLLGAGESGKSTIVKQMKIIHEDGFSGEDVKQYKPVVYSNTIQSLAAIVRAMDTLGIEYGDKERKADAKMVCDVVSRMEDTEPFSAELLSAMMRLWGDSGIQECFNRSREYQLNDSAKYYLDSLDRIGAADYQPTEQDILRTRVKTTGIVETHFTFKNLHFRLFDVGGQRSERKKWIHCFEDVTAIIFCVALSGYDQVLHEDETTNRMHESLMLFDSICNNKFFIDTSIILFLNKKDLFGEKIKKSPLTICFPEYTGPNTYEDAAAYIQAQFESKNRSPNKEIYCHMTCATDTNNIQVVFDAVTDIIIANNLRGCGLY
# GSH fluor: compound fluorescence on glutathione beads, profiling panel, artefact control, biophysical, 488/530 nm, flow cytometry | GSH beads flow cytometry, compound fluorescence 488/530 nm; hits give high values | fluorescence (KMESF) at 10 µM | 190,000 tested, 0.25% active; in the data active means fluorescence above about 89;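 further: glutathione beads carrying GST-tagged Bcl family fusion proteins plus one bare bead set; values are compound well signal with DMSO vehicle wells as background; inactives centre near 16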
# Bim-Bcl-XL: inhibitors of Bim-Bcl-XL binding, primary screen, biochemical, multiplexed, bead flow cytometry, human Bcl-XL. Bim peptide-Bcl-XL binding, fluorescence. 190,000 tested, 0.04% active. inhibition, % at 10 µM
# Mcl-1 Bim block: inhibitors of Bim peptide binding to Mcl-1, primary screen, biochemical, bead-based flow cytometry, multiplex | Induced myeloid leukemia cell differentiation protein Mcl-1 (Homo sapiens), Q07820 | Bim peptide-Mcl-1 binding | inhibition, % at 10 µM | 190,000 tested, 0.1% active | AID 1009, 2008;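 further: 0% = no compound tracer wells and 100% = peptide blocker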
# RGS4-Gao reg: modulators of RGS4 binding to Galphao, primary screen, biochemical, multiplexed bead flow cytometry. 220,000 tested, 0.33% active. actives lie on both sides. binding response (% of control), % at 10 µM. Guanine nucleotide-binding protein G(o) subunit alpha (Homo sapiens), P09471; in the data active means binding response below about 49% or above about 150%; inactive means in between;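 further: fluorescent Galphao activated with aluminum fluoride binding bead-coupled RGS4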
# RGS8-Gao: RGS8-Galphao binding modulators, primary screen, biochemical, multiplexed bead flow cytometry; Guanine nucleotide-binding protein G(o) subunit alpha (Homo sapiens), P09471; actives lie on both sides; AID 1423, 2008; 220,000 tested, 0.34% active; response (percent of control binding), % at 10 µM; in the data active means response below about 60% or above about 140%; inactive means in between;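 further: Galphao activated as the GDP aluminium fluoride complex binding bead-coupled RGS8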
# Mcl1 Bid PPI: Mcl-1/Bid binding inhibitors, primary screen, biochemical, TR-FRET, 1536-well; Induced myeloid leukemia cell differentiation protein Mcl-1 (Homo sapiens), Q07820; TR-FRET Mcl-1/Bid-Dy647 peptide binding; inhibition, % at 21.7 µM; 220,000 tested, 0.97% active;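 active means compounds that cut the binding signal by more than half at the single screening dose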;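 further: His-tagged Mcl-1 with europium anti-His antibody binding Bid BH3 peptide; 0% = Mcl-1 plus peptide wells and 100% = peptide-only wells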
# * = called active by the depositor; ? = inconclusive. Unless noted, no stated cut-off is given here; in the data, active means inhibition above about 40%.
# Order of values: Bcl-2 Bim block	Bcl-B Bim block	Bim-Bcl-W	Bim-Bfl-1	RGS7-Gao	GSH fluor	Bim-Bcl-XL	Mcl-1 Bim block	RGS4-Gao reg	RGS8-Gao	Mcl1 Bid PPI
- CCOC(=O)CC1=C(C(=O)OCC)C(c2ccc(C)o2)C(C#N)=C(N)O1 (stereo not drawn)
 : -4	-6	0	-3	103	14	-2	-1	106	104	-45
- Cc1c(Cl)c(=O)oc2cc(OCC(=O)NCc3cccs3)ccc12
 : -5	-14	-4	-1	94	10	-8	-9	93	101	18
- CCOc1cc(C2C(C#N)=C(N)Oc3n[nH]c(-c4ccncc4)c32)cc([N+](=O)[O-])c1O (stereo not drawn)
 : 0	-2	0	-4	95	10	-2	0	95	86	-31
- Cc1ccc(C)c(OCC(O)CN2C(C)CCCC2C)c1 (stereo not drawn)
 : -12	-9	-2	-15	97	29	-2	-2	102	103	-4
- COc1ccccc1CNC(=O)Cn1cccc1
 : -1	1	0	-2	99	16	2	0	95	96	-18
- Cc1nc(C)n(C(C)CC(=O)O)n1 (stereo not drawn)
 : 2	-3	-1	-14	98	21	-7	-8	98	100	-1
- COc1ccccc1Nc1nc(N)nc(CSc2nnc(C)s2)n1
 : -10	-11	1	-14	102	34	-5	-2	101	100	0
- CC(=O)/C(C#N)=C1\NC(=O)C(Cc2ccccc2)S1 (stereo not drawn)
 : -6	0	-1	-4	101	10	-3	0	101	101	-11
- CCC1Oc2ccccc2N(CC(=O)NCCc2ccc(OC)c(OC)c2)C1=O (stereo not drawn)
 : -10	-9	-5	-5	101	14	-8	-5	99	106	-10
- Cc1ccc(S(=O)(=O)NCCOc2nc(N3CCOCC3)nc(N3CCOCC3)n2)cc1
 : -2	-2	-1	-2	104	13	-1	-2	110	105	-27
- CCOC(=O)c1sc(NC(=O)Cc2c(F)cccc2Cl)nc1C
 : 0	-1	-2	-3	97	13	0	0	102	102	6
- CC(=O)Nc1ccc(C(=S)NCC2(N(C)C)CCCCC2)cc1
 : -2	-8	0	-4	?	10	-3	-3	95	100	-21
- O=C(CS(=O)(=O)c1ccccc1)Nc1nc(-c2ccccc2)cs1
 : -8	-7	0	-14	108	33	-4	-2	105	103	9
- CSc1nnnn1CCn1nnnc1SC
 : -8	-3	-2	-6	101	11	-5	-3	104	105	-17
- Cc1nc2nc(-c3cccnc3)[nH]n2c(=O)c1C
 : -14	-9	0	-15	95	27	-9	-2	97	96	1
- COc1ccc(-c2nnc(SCC#N)o2)cc1
 : -3	0	0	-6	97	46	1	0	96	99	6
- COc1ccc(C2C(C#N)=C(N)Oc3cc(N)ccc32)cc1OC (stereo not drawn)
 : -1	2	0	0	106	11	-1	0	110	105	-77
- CCCCN1C(=O)CC(N2CCOCC2)C1=O (stereo not drawn)
 : -6	-1	3	-12	104	16	-6	0	105	101	-17
- Cc1ccc(-c2onc3ccc(Cl)cc23)cc1
 : 2	-4	0	1	103	10	-2	0	103	102	-3
- CCOC(=O)N1CCN(C(=O)c2csc3c2CCCCC3)CC1
 : -12	-9	-3	-7	104	23	-4	1	101	101	-15
- S=c1ccc2ccccc2[nH]1
 : -4	-10	-4	-4	101	13	-5	-3	98	100	-52
- CCOCCOCCC(C(=O)O)P(=O)(c1ccccc1)c1ccccc1 (stereo not drawn)
 : 1	-4	-2	0	107	11	-3	-3	101	100	-14
- CN(C)S(=O)(=O)c1cccc(-c2nnc(SCc3cc(Cl)cc4c3OCOC4)n2N)c1
 : -9	-13	0	-11	100	27	-3	-4	100	100	5
- Cc1cccc2cc(CN(Cc3nnnn3C3CCCCC3)C3CCCC3)c3nnnn3c12
 : -12	-8	-3	-21	101	27	-9	-4	102	99	2
- CC(=O)Nc1nnc(SCC(=O)c2ccc3c(c2)Cc2ccccc2-3)s1
 : -12	-16	-9	-16	93	20	-13	-3	93	97	-26
- O=C(c1cc2cc([N+](=O)[O-])ccc2oc1=O)N1CCOCC1
 : -1	-1	-2	-6	101	11	2	0	98	100	1
- O=C(O)c1c[nH]c(=O)c2ccccc12
 : 0	2	1	0	92	7	-2	1	94	98	-3
- CCOC(=O)C1CCN(C(=O)Nc2ccccc2Cl)CC1
 : 0	-5	-4	-5	100	17	-8	-8	101	101	-11
- Cc1[nH]nc2c1C(c1cccs1)C1=C(CC(C)(C)CC1=O)N2 (stereo not drawn)
 : 0	-3	0	-3	97	19	1	0	100	99	-29
- CC1(C)Cc2c(sc(/N=C/N3CCOCC3)c2C#N)C(C)(C)N1
 : -9	-10	-2	-18	98	37	-6	-3	101	101	-3

# Among those listed so far, four contain a thiophene ring, fused or not.
# Order of values: Bcl-2 Bim block	Bcl-B Bim block	Bim-Bcl-W	Bim-Bfl-1	RGS7-Gao	GSH fluor	Bim-Bcl-XL	Mcl-1 Bim block	RGS4-Gao reg	RGS8-Gao	Mcl1 Bid PPI
- Cc1c(Cl)c(=O)oc2cc(OCC(=O)NCc3cccs3)ccc12
 : -5	-14	-4	-1	94	10	-8	-9	93	101	18
- CCOC(=O)N1CCN(C(=O)c2csc3c2CCCCC3)CC1
 : -12	-9	-3	-7	104	23	-4	1	101	101	-15
- Cc1[nH]nc2c1C(c1cccs1)C1=C(CC(C)(C)CC1=O)N2 (stereo not drawn)
 : 0	-3	0	-3	97	19	1	0	100	99	-29
- CC1(C)Cc2c(sc(/N=C/N3CCOCC3)c2C#N)C(C)(C)N1
 : -9	-10	-2	-18	98	37	-6	-3	101	101	-3

# One compound at a time, as listed above.
# Entry for CC(=O)Nc1nnc(SCC(=O)c2ccc3c(c2)Cc2ccccc2-3)s1 : Bcl-2 Bim block = -12; Bcl-B Bim block = -16; Bim-Bcl-W = -9; Bim-Bfl-1 = -16; RGS7-Gao = 93; GSH fluor = 20; Bim-Bcl-XL = -13; Mcl-1 Bim block = -3; RGS4-Gao reg = 93; RGS8-Gao = 97; Mcl1 Bid PPI = -26
# Entry for CCOCCOCCC(C(=O)O)P(=O)(c1ccccc1)c1ccccc1 (stereo not drawn) : Bcl-2 Bim block = 1; Bcl-B Bim block = -4; Bim-Bcl-W = -2; Bim-Bfl-1 = 0; RGS7-Gao = 107; GSH fluor = 11; Bim-Bcl-XL = -3; Mcl-1 Bim block = -3; RGS4-Gao reg = 101; RGS8-Gao = 100; Mcl1 Bid PPI = -14
# Entry for S=c1ccc2ccccc2[nH]1 : Bcl-2 Bim block = -4; Bcl-B Bim block = -10; Bim-Bcl-W = -4; Bim-Bfl-1 = -4; RGS7-Gao = 101; GSH fluor = 13; Bim-Bcl-XL = -5; Mcl-1 Bim block = -3; RGS4-Gao reg = 98; RGS8-Gao = 100; Mcl1 Bid PPI = -52

# New compounds follow
# Order of values: Bcl-2 Bim block	Bcl-B Bim block	Bim-Bcl-W	Bim-Bfl-1	RGS7-Gao	GSH fluor	Bim-Bcl-XL	Mcl-1 Bim block	RGS4-Gao reg	RGS8-Gao	Mcl1 Bid PPI
- CCCN1CNC(=S)N(c2ccccc2OCC)C1
 : 1	-1	1	0	98	10	-3	0	95	80	-69
- Cc1nc(CC(=O)O)c(-c2ccccc2)s1
 : -8	-11	0	-17	97	29	-13	-2	97	99	5
- Nc1nnn(CC(=O)N/N=C/c2cccc3ccccc23)n1
 : -7	-2	-3	-7	101	16	-4	-9	103	102	-6
- Cc1scc(C(=O)N/N=C/c2ccsc2)c1C
 : -4	-1	-3	-4	100	21	-6	-5	101	93	2
- C=CC[n+]1c(-c2ccc(C)cc2)csc1NNC(=O)Nc1ccccc1
 : -5	-8	-2	2	102	29	-3	-3	99	101	-22
- CC(=O)c1c(C)[nH]c(C(=O)OCc2ccccc2F)c1C
 : -4	-2	0	-7	105	10	-3	0	106	109	-16
- Cc1ccc(C2C3=C(NCCN=C3c3ccccc3)C(=O)N2c2ccccc2)cc1 (stereo not drawn)
 : -11	-3	-6	-18	101	13	-1	0	103	105	17
- COc1ccc(C2c3ccc4ccccc4c3Oc3ncn4nc(Cc5ccccc5)nc4c32)cc1OC (stereo not drawn)
 : 0	-5	2	0	99	9	-6	-1	99	102	-9
- CCCCC[n+]1ccn(-c2nc3ccccc3nc2[N-]S(=O)(=O)c2ccc(C)cc2)c1
 : -2	-3	-2	-1	103	10	-5	-4	101	95	-14
- CC(C)c1ccc(Oc2cccc(C(=O)/C(C#N)=C/N(C)C)c2)cc1
 : -3	-3	0	-5	102	29	-5	0	100	100	-1
- O=[N+]([O-])c1cccc(-c2nnc(-c3ccccc3)o2)c1
 : -2	-2	0	-3	100	9	0	1	96	98	-22
- CCOC(=O)N1CCC(NC(=O)c2ccc(NC(=O)C3CCCO3)cc2)CC1 (stereo not drawn)
 : -3	-4	4	-7	100	11	0	0	101	101	-13
- NC12CC3CC(C1)CC(CC(=O)O)(C3)C2
 : -3	-2	-1	-2	?	13	-2	0	101	101	-20
- Cc1csc(SC(C)C(=O)NCc2ccc3c(c2)OCO3)n1 (stereo not drawn)
 : -6	-2	-6	-9	100	19	-4	0	99	98	-17
- N#Cc1c(Nc2ccccc2)c(/C=N/N=C/c2ccccc2)c[nH]c1=O
 : -6	-7	-6	-11	99	19	-10	-1	99	99	-7
- CCOc1ccc(-c2nnn(CC(=O)Nc3cccc(OC)c3)n2)cc1OCC
 : -6	-9	7	-8	96	45	6	0	97	99	-10
- COc1cccc(-c2csc3nnc(SCC(=O)NCc4cccs4)n23)c1
 : -6	-11	1	-11	100	12	-6	-2	102	104	-16
- O=C(O)c1ccc(CSc2nc3ccc(NC(=O)c4ccccc4C(=O)O)cc3s2)cc1
 : -3	-1	-2	-1	97	71	-3	-1	100	100	-14
- Cc1ccc(-c2nc(CN(C)C)cc(CN(C)C)c2O)cc1
 : 0	-1	-1	2	98	13	-2	-2	97	99	-11
- CCOC(=O)N1CCN(C(=O)c2cnc3n(c2=O)CCS3)CC1
 : -4	-8	-4	-14	101	10	-2	-2	98	103	-7
- C=CCSC1=N/C(=C\c2cccnc2)C(=O)N1c1ccc(OC)cc1
 : 0	-7	-2	0	97	7	-4	-2	97	84	6
- O=C(CSc1ncnc2c1sc1ccccc12)Nc1ccc(Br)cc1
 : 15	7	8	16	106	5	12	4	104	101	-41
- O=C(CCc1nnc(Cc2ccc3c(c2)OCO3)o1)NCc1nc2ccccc2s1
 : -2	-2	1	-3	105	14	-2	1	106	104	-28
- O=C(NNC(=O)c1cccnc1)Nc1ccccc1
 : 0	0	-2	-6	91	57	-2	0	95	102	-78

# Bioassay records from PubChem BioAssay.
